# Compound activity: PubChem BioAssay, NCI
# All columns: NCI-60 one-dose screen, growth in % after 48 h at 10 µM unless noted; 100 = growth as untreated, 0 = no growth, -100 = all killed.
# SK-MEL-2 – SK-MEL-2 melanoma; 77,000 compounds, 4.7% hits; AID 1794763
# MDA-MB-435 – MDA-MB-435 melanoma; 82,000 compounds, 7.8% hits; AID 1794794
# UACC-257 – UACC-257 melanoma; 78,000 compounds, 4.4% hits; AID 1794764
# SK-MEL-5 – SK-MEL-5 melanoma; AID 1794755; 80,000 compounds, 6.4% hits
# UACC-62 – UACC-62 melanoma | 81,000 compounds, 5.4% hits
# M14 – M14 melanoma; 80,000 compounds, 6.2% hits; AID 1794745
# SK-MEL-28 – SK-MEL-28 melanoma; 81,000 compounds, 4.1% hits
# A549/ATCC – A549/ATCC NSCLC | 81,000 compounds, 3.7% hits
# * = called active by the depositor; · = not tested or not shown; & = joins results of further samples. The calls were made as follows: active = growth percent below 10; inactive = the rest.
# The first four compounds, to show the layout:
1	O=C(NCCCNC(=O)c1ccc[nH]c1=O)c1cc(-c2ccccc2)on1
2	O=C(CN1CCOCC1)N1CCN(C(=O)CN2CCOCC2)CC1
3	O=C1/C(=C/c2ccccn2)SC(=S)N1N1CCOCC1
4	CC(CN1CCN(CC(C)Nc2ccnc3cc(Cl)ccc23)CC1)Nc1ccnc2cc(Cl)ccc12 (stereo not given)

Screen / compound no.	1	2	3	4
SK-MEL-2	54	108	90	-38*
MDA-MB-435	74	115	103	-45*
UACC-257	52	110	92	-61*
SK-MEL-5	80	101	99	-98*
UACC-62	71	99	93	-63*
M14	77	101	100	-88*
SK-MEL-28	75	110	105	-91*
A549/ATCC	87	103	103	16

# Results, previewed entries included:
1	O=C(NCCCNC(=O)c1ccc[nH]c1=O)c1cc(-c2ccccc2)on1
2	O=C(CN1CCOCC1)N1CCN(C(=O)CN2CCOCC2)CC1
3	O=C1/C(=C/c2ccccn2)SC(=S)N1N1CCOCC1
4	CC(CN1CCN(CC(C)Nc2ccnc3cc(Cl)ccc23)CC1)Nc1ccnc2cc(Cl)ccc12 (stereo not given)
5	Cc1cc(Br)cc(Br)c1O
6	COc1ccc(C(=O)/C=C/c2cc(F)cc(C(F)(F)F)c2)cc1S(N)(=O)=O
7	CNc1ccccc1N
8	COc1cc(/C=C2\Cc3c(F)ccc(Br)c3C2=O)cc(OC)c1

Screen / compound no.	1	2	3	4	5	6	7	8
SK-MEL-2	54	108	90	-38*	·	13	110	111
MDA-MB-435	74	115	103	-45*	112	-56*	113	98
UACC-257	52	110	92	-61*	111	-9.8*	106	102
SK-MEL-5	80	101	99	-98*	106	3.7*	·	100
UACC-62	71	99	93	-63*	104	-55*	96	92
M14	77	101	100	-88*	102	-68*	118	96
SK-MEL-28	75	110	105	-91*	109	-68*	112	100
A549/ATCC	87	103	103	16	106	3.4*	98	93

9	COc1cccc(CN(c2ccccc2C(=O)O)S(=O)(=O)c2ccc(C)cc2)c1
10	Cc1ccc(S(=O)(=O)OC(CCC#N)C(CCC#N)OS(=O)(=O)c2ccc(C)cc2)cc1 (stereo not given)
11	CC(O)/C=C/C=C/C(O)CC/C=C/C(=O)NCC(C)(C)O (stereo not given)
12	Cc1ccc(S(=O)(=O)CCC(=O)Nc2ccc(S(N)(=O)=O)cc2)cc1
13	Cc1cc(N=Nc2cccc(S(=O)(=O)O)c2C)c(N)cc1N
14	S=C(NNc1ncnc2ccccc12)Nc1ccccc1
15	COc1cc(NC(C)CCCN)c2ncccc2c1 (stereo not given)
16	Cc1cc(O)cc2c1[C@H]1CC[C@]3(C)[C@@H](O)CC[C@H]3[C@@H]1C=C2

Screen / compound no.	9	10	11	12	13	14	15	16
SK-MEL-2	121	95	82	105	128	125	108&116	86
MDA-MB-435	108	101	110	109	109	108	105&104	7.8*
UACC-257	106	100	92	99	100	117	109	85
SK-MEL-5	91	95	99	101	104	100	107&99	84
UACC-62	94	85	90	104	103	99	85	74
M14	101	92	101	105	112	105	94&106	78
SK-MEL-28	108	106	111	115	110	110	107&116	100
A549/ATCC	104	97	96	105	93	104	104&105	87

17	CCCC(NC(=O)CNC(=O)c1cccc(N2C(=O)/C(=C/c3ccccc3)SC2=S)c1)C(=O)O (stereo not given)
18	COc1cc(CNc2cc(C(C)(C)C)nn2-c2ccccc2)cc(OC)c1OC
19	CCN1CCC2(CC1)OC(c1ccccc1)C(c1ccccc1)O2 (stereo not given)
20	O=C(NCc1ccccc1)C(c1ccccc1)c1ccccc1
21	N#Cc1c(-c2ccccc2)nc2c(c(-c3ccc(Cl)cc3)nn2-c2ccccc2)c1-c1ccc(Cl)cc1
22	CN(C)c1ccc(C(=O)n2cc(-c3ccccc3)c(N)n2)cc1
23	COc1ccc(-c2nc3ccccn3c2-c2nnc(-c3ccc(F)cc3)o2)cc1
24	COc1ccc(/C=c2\sc3n(c2=O)C(c2cc(OC)c(OC)c(OC)c2)C=C(c2ccc(OC)c(OC)c2)N=3)cc1OC (stereo not given)

Screen / compound no.	17	18	19	20	21	22	23	24
SK-MEL-2	113	84	105	88	114	89	115	106
MDA-MB-435	108	99	114	105	101	97	114	86
UACC-257	107	100	116	105	101	105	107	89
SK-MEL-5	100	91	105	103	100	104	96	83
UACC-62	95	73	115	97	87	88	108	86
M14	95	101	112	103	107	107	110	100
SK-MEL-28	112	110	107	103	102	112	113	104
A549/ATCC	103	101	105	91	100	100	98	100

# From entry 17 up to 18, copied from above:
17	CCCC(NC(=O)CNC(=O)c1cccc(N2C(=O)/C(=C/c3ccccc3)SC2=S)c1)C(=O)O (stereo not given)
18	COc1cc(CNc2cc(C(C)(C)C)nn2-c2ccccc2)cc(OC)c1OC

Screen / compound no.	17	18
SK-MEL-2	113	84
MDA-MB-435	108	99
UACC-257	107	100
SK-MEL-5	100	91
UACC-62	95	73
M14	95	101
SK-MEL-28	112	110
A549/ATCC	103	101

# The results go on:
25	COc1ccc(Cc2nnc(SCC(=O)c3ccc(Cl)cc3)n2-c2ccccc2)cc1
26	O=C(CN1CCN(CCN2C(=O)c3cccc4cccc(c34)C2=O)CC1)Nc1ccc2ncsc2c1
27	COc1ccc(/C=C/C(=O)c2c(O)c(OC)c3c(c2OC)OCO3)cc1
28	NCCN1C(=O)c2cccc3c(-c4ccc5c(c4)ncn5C4CCCCC4)ccc(c23)C1=O
29	O=C1CCc2ccc(CCCl)cc2O1
30	CCC(=O)Nc1ccc(-c2nc(-c3cccc(O)c3)c(-c3ccnc(Br)c3)[nH]2)cc1
31	Cc1c(C(N)=O)sc2c1c(=O)n(Cc1ccccc1)c1nnc(S(=O)(=O)CC(=O)NCc3ccccc3)n21
32	CCOC(=O)c1c2c(n3c1NCC3)-c1ccccc1C2=O

Screen / compound no.	25	26	27	28	29	30	31	32
SK-MEL-2	89	56	105	92	91	66	100	79
MDA-MB-435	98	55	100	107	100	·	105	91
UACC-257	101	57	95	104	84	64	120	96
SK-MEL-5	93	48	85	97	105	77	101	93
UACC-62	86	59	93	89	98	35	115	99
M14	·	76	98	102	92	67	109	104
SK-MEL-28	100	95	104	113	117	59	110	103
A549/ATCC	95	25	94	99	91	84	109	101

33	O=C(NC1CCS(=O)(=O)C1)c1ccc(C(=O)c2ccccc2)cc1 (stereo not given)
34	CCC(=O)Oc1ccc(C(C)(C)C)cc1C(C)c1ccccc1 (stereo not given)
35	CC/C(Cc1ccccc1)=C(/c1ccc(O)cc1)c1ccc(OCCN2CCCC2)cc1
36	N#COc1ccc(/C=C2\CCCC3C2=NNC3c2ccc(OC#N)cc2)cc1 (stereo not given)
37	CCCCOC(=O)c1cccc([N+](=O)[O-])c1
38	O=C(O)c1nn(-c2ccc(Cl)cc2)nc1N1CCCC1
39	COc1ccccc1-c1c(C)nn2c(NCc3ccccn3)cc(C)nc12
40	COc1ccc(Cl)cc1C/C=N/NC(=O)c1cccc(C)c1O

Screen / compound no.	33	34	35	36	37	38	39	40
SK-MEL-2	7.4*	107	-52*	94	113	102	113	100
MDA-MB-435	101	100	-100*	109	103	100	103	95
UACC-257	83	106	-66*	95	94	95	67	94
SK-MEL-5	110	90	-100*	·	110	96	92	100
UACC-62	96	·	-78*	87	108	100	·	95
M14	99	92	-70*	98	105	97	100	103
SK-MEL-28	89	105	-85*	104	119	105	99	96
A549/ATCC	·	98	-59*	84	107	101	92	101

41	COc1cc(C2=NN(C=O)C(c3sc(N(C)Cc4ccccc4)nc3Cl)C2)cc(OC)c1OC (stereo not given)
42	CC(C)CC1C(=O)NC(=S)N1c1n[nH]c(=O)c2c1C(c1ccc(Cl)cc1)NN2 (stereo not given)
43	C=CCCCCCCCCCOC(=O)c1nn(C(C)=O)c2cc3c(cc12)OCO3
44	COc1cc(-n2cc(-c3cc(O)c(C/C=C(\C)CCC=C(C)C)c(O)c3)nn2)cc2c1O[C@]1(C)CC[C@@H](O)C(C)(C)[C@H]1C2
45	CCCCC(=O)N1C(=O)c2ccccc2S1(=O)=O
46	COc1ccc(Cc2nn(CC(=O)N/N=C/c3ccc(C)cc3)c(=O)c3c(C)noc23)cc1
47	Cc1nn(-c2ccccc2)c2ncnc(Nc3ccccc3)c12
48	O=C(NC1CCN(Cc2ccccc2)CC1)c1cc(C(=O)NC2CCN(Cc3ccccc3)CC2)cc(C(=O)NC2CCN(Cc3ccccc3)CC2)c1

Screen / compound no.	41	42	43	44	45	46	47	48
SK-MEL-2	86	107	105	-17*	116	104	105	74
MDA-MB-435	96	102	106	17	105	100	100	70
UACC-257	78	107	97	27	113	100	117	81
SK-MEL-5	84	106	99	-61*	102	104	107	85
UACC-62	77	96	97	-30*	101	85	100	85
M14	85	·	97	-18*	100	·	·	83
SK-MEL-28	101	99	103	36	99	110	110	96
A549/ATCC	73	102	95	10	105	93	108	40

49	Nc1c(C(=O)Nc2c(Cl)cccc2Cl)sc2nc3c(cc12)C(=O)CCC3
50	N#CC(c1ccccc1)N(CCCCCCN(C(=O)c1ccccc1)C(C#N)c1ccccc1)C(=O)c1ccccc1 (stereo not given)
51	COc1ccc2nc3cc([N+](=O)[O-])ccc3c(NNc3ccccc3)c2c1
52	Clc1cc(Cl)c(OCCCCCCN2CCNCC2)c(Cl)c1
53	O=C1CC(c2nc3ccccc3s2)CN1C1CCCCC1 (stereo not given)
54	O=C(Nc1nc(-c2ccc(Br)cc2)cs1)c1cc(-c2ccc(Br)cc2)nc2ccc(Cl)cc12
55	NCCCOc1cc2ccccc2cc1C(=O)NCCCOc1cc2ccccc2cc1C(=O)Nc1ccc(Cl)cc1O
56	Cc1nc(Cl)c([C@H](O)COS(N)(=O)=O)s1

Screen / compound no.	49	50	51	52	53	54	55	56
SK-MEL-2	27	108	75	65	·	94	-74*	104
MDA-MB-435	-38*	103	107	10	107	104	-85*	104
UACC-257	·	122	101	-1.7*	99	101	-69*	97
SK-MEL-5	10	96	88	-16*	96	91	-70*	99
UACC-62	·	87	75	-54*	94	78	-89*	95
M14	12	101	·	-44*	99	99	-75*	103
SK-MEL-28	·	98	97	-13*	101	96	-89*	108
A549/ATCC	38	105	95	54	99	85	-75*	103

# 2 entries from above, tab-delimited:
nr	Molecule	SK-MEL-2	MDA-MB-435	UACC-257	SK-MEL-5	UACC-62	M14	SK-MEL-28	A549/ATCC
55	NCCCOc1cc2ccccc2cc1C(=O)NCCCOc1cc2ccccc2cc1C(=O)Nc1ccc(Cl)cc1O	-74*	-85*	-69*	-70*	-89*	-75*	-89*	-75*
56	Cc1nc(Cl)c([C@H](O)COS(N)(=O)=O)s1	104	104	97	99	95	103	108	103

# Additional compounds
57	C/C(=N\NC(=O)CSc1nc2ccccc2c(=O)n1CCc1ccc(S(N)(=O)=O)cc1)c1ccccc1Cl
58	Cc1cccc(Cl)c1NC(=O)CCCl
59	O=C(CSc1nnc(-c2ccc(Cl)cc2)o1)Nc1ccc(C(=O)/C=C/c2ccccc2)cc1
60	O=c1ccn2nc3ccccc3c2[nH]1
61	CSc1nn(-c2ccccc2)c2ncnc(Nc3ccc(Cl)cc3)c12
62	COc1ccc(/C=C2\C(=O)N=C3N2N=C(C)C(=O)N3c2ccccc2)cc1
63	CCSC(=O)NNc1nc2ccccc2s1
64	Fc1ccc(C2CC(c3cccc(Nc4ccncc4)c3)=NN2c2cc(Cl)cc(Cl)c2)cc1 (stereo not given)

Screen / compound no.	57	58	59	60	61	62	63	64
SK-MEL-2	85	118	93	108	86	91	116	105
MDA-MB-435	97	103	91	118	100	107	117	-22*
UACC-257	82	·	101	130	95	109	95	86
SK-MEL-5	77	97	98	96	95	102	98	85
UACC-62	79	103	86	92	96	93	87	99
M14	94	118	96	99	95	104	98	104
SK-MEL-28	105	105	105	182	102	106	115	20
A549/ATCC	68	·	96	116	85	105	94	29

65	Nc1c(C(=O)Nc2ccccc2)sc2nc3c(cc12)CCCCCC3
66	CCOC(=O)C(CC)(C(=O)OCC)C(C)C
67	CCN(CCO)C1c2ccccc2-c2ccccc21
68	CC(C)=CCC/C(C)=C/CCc1ccc2c(c1)C(=O)c1ccccc1C2=O
69	COc1cnc2c(c1)C(=O)c1c-2n(CCCCl)c(=O)c2ccncc12
70	Cc1cccc(C)c1NCc1nc(-c2ccccc2)n[nH]1
71	O=C(c1cc(NCc2cc(O)ccc2O)ccc1O)N1CCCCC1
72	COc1ccc(CC(=O)N2CCN(C(=O)Cc3ccc(OC)c(OC)c3)CC2)cc1OC
73	O=c1[nH]cc(NS(=O)(=O)O)c(=O)[nH]1
74	CC(=O)C(Cc1ccccc1)C(=O)c1ccccc1 (stereo not given)

Screen / compound no.	65	66	67	68	69	70	71	72	73	74
SK-MEL-2	9.7*	98	97	107	102	101	118	121	108	94
MDA-MB-435	-17*	113	101	101	79	101	110	106	104	104
UACC-257	45	112	94	·	70	100	76	105	85	99
SK-MEL-5	9.5*	105	98	79	34	102	95	100	105	100
UACC-62	·	101	100	·	24	·	92	98	104	101
M14	·	·	96	90	67	98	101	108	95	96
SK-MEL-28	28	109	111	98	99	97	111	109	111	98
A549/ATCC	15	94	91	102	69	101	86	99	74	92
